Screens (PubChem)
TDP1 cell CPT: qHTS for Inhibitors of human tyrosyl-DNA phosphodiesterase 1 (TDP1): qHTS in cells in presence of CPT; Potency, µM (titrated, usually from 46.2 µM), for inactives: at the highest dose activity change, negative = growth inhibition, hits mostly inhibitors; chicken DT40 Tdp1-/-;hTDP1 cells + 20 nM CPT, ATP luminescence, 48 h; AID 686979, 2013; 12% of 420,000 active; note: nearly all actives have a fitted effect of over 55% in size
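Cell growth measured by CellTiter-Glo luminescence after a minimum 48 h, 37 C compound exposure with 20 nM CPT in Tdp1-knockout DT40 cells stably expressing hTDP1, seeded 400/well; qHTS titration format.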
TDP1 cell noCPT: qHTS for Inhibitors of human tyrosyl-DNA phosphodiesterase 1 (TDP1): qHTS in cells in absence of CPT. DT40 Tdp1-/- hTDP1 cells, no CPT, ATP luminescence, 48 h. Potency, µM (doses to about 46.2 µM), for the others: top-dose activity change, negative = growth inhibition, usual class: inhibitors. 15% of 420,000 active; note: nearly all actives have a fitted effect of over 55% in size
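Chicken DT40 Tdp1-/- cells complemented with human TDP1, screened without camptothecin (DMSO vehicle only), 400 cells/well. Compounds pin-transferred, cells incubated at 37 °C for at least 48 hr. Growth read as ATP-dependent luminescence (CellTiter-Glo, 30 min at RT).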
KAT2A inh: qHTS Assay for Inhibitors of GCN5L2 | Potency, µM (series often up to 58.9 µM), for inactives: at the highest dose activity change, negative = inhibition, most hits filed as inhibitors | AID 504327, 2011 | 0.21% of 390,000 active | GCN5L2 HAT assay, ThioGlo1 CoA-SH fluorescence | Histone acetyltransferase KAT2A (Homo sapiens), Q92830
Target sequence (Q92830 whole entry, looked up): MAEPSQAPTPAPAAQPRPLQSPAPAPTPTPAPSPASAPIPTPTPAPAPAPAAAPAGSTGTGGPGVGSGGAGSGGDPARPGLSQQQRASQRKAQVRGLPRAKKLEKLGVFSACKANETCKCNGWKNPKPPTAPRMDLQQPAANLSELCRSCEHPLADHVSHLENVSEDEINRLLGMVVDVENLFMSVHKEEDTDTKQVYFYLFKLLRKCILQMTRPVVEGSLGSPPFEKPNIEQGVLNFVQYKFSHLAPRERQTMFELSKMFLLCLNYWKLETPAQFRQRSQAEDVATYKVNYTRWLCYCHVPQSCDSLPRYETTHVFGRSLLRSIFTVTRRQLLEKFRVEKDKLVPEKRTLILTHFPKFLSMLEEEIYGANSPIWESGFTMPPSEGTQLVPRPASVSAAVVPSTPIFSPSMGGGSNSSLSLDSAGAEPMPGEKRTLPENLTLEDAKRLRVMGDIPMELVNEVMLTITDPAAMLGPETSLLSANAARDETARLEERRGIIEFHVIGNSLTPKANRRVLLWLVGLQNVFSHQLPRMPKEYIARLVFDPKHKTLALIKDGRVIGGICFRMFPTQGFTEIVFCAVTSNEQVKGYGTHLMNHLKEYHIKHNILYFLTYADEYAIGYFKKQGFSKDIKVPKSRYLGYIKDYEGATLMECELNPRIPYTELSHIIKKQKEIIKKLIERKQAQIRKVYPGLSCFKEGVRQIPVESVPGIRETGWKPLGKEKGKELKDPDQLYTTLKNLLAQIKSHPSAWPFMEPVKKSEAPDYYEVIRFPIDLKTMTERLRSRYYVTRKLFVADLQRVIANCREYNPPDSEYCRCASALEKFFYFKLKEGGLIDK
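GCN5L2 (20 nM) in 50mM HEPES pH 7.5, 0.1mM EDTA, 0.01% Tween-20 preincubated 15 min with compounds at room temperature. Reaction started with H3(1-25) 75uM, acetyl-CoA 70uM, ThioGlo1 50uM; CoA-thiol fluorescence (Ex340/Em540) read at 0 and 20 min.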
Active calls of the source: *; ? = inconclusive; / = not tested or not shown; [ ] = another dose, or the depositor's remark. Calls come from the whole dose curve; as a rule, active = well fitted curve in the direction sought with a large enough effect; inconclusive = small, poorly fitted or top-dose-only effect, or another doubt; inactive = no such curve, though single readings can be large; an effect the other way counts as inactive or inconclusive. % is set by controls: 0 for no effect and ±100 for the full control effect; potency is the fitted concentration of half-maximal effect. The list is partial (hit frequency here may not be typical).

SMILES	TDP1 cell CPT	TDP1 cell noCPT	KAT2A inh
CCCCN(C(=O)c1sc2nc3n(c(=O)c2c1C)CCC3)c1c(N)n(CC(C)C)c(=O)[nH]c1=O	8.7%	6.8%	-0.6%
COc1cc2c(cc1OC)C(c1cc([N+](=O)[O-])ccc1O)NCC2 (centres undefined)	-29.2%	-2.6%	-8.8%
O=C(NCCc1c[nH]c2ccccc12)c1ccc2nc[nH]c2c1	8.2%	-26.6%	-6.4%
COc1ccc2sc(-c3ccc(N(C)C)cc3)c(C#CC(C)(C)O)c2c1	8.2µM*	8.2µM*	-6.6%
O=C(Nc1cc(=O)[nH]c2ncnn12)c1ccccc1F	-4.0%	11.5%	-3.6%
CC(C)(C)C(=O)Nc1nnc(SCC(=O)NC2CC2)s1	34.9%[activator]	-7.9%	-0.5%
CCN(C(=O)COC(=O)C1CCN(S(=O)(=O)c2c(Cl)cccc2Cl)CC1)C1CCCCC1	-22.1%	-21.3%	-6.6%
COc1ccccc1N(C)S(=O)(=O)c1ccc(C(=O)Nc2cc(F)ccc2C)cc1	?	?	-13.0%
Fc1ccc2cc(-c3cccnc3)ncc2c1	-10.2%	-23.1%	-0.4%
O=C(/C=C/c1ccc(F)cc1)NC(=S)Nc1ccccc1O	?	18.4µM*	-4.1%

In the list so far, 5 have a carbonyl joined to an NH by a bond outside any ring.
SMILES	TDP1 cell CPT	TDP1 cell noCPT	KAT2A inh
O=C(NCCc1c[nH]c2ccccc12)c1ccc2nc[nH]c2c1	8.2%	-26.6%	-6.4%
O=C(Nc1cc(=O)[nH]c2ncnn12)c1ccccc1F	-4.0%	11.5%	-3.6%
CC(C)(C)C(=O)Nc1nnc(SCC(=O)NC2CC2)s1	34.9%[activator]	-7.9%	-0.5%
COc1ccccc1N(C)S(=O)(=O)c1ccc(C(=O)Nc2cc(F)ccc2C)cc1	?	?	-13.0%
O=C(/C=C/c1ccc(F)cc1)NC(=S)Nc1ccccc1O	?	18.4µM*	-4.1%

Further compounds follow.
SMILES	TDP1 cell CPT	TDP1 cell noCPT	KAT2A inh
CCSc1nc2ccccc2c(=O)n1CCc1ccc(OC)c(OC)c1	13µM*	11.6µM*	-9.5%
CN(C)C(=O)c1ccccc1NC(=O)Cc1cccc2ccccc12	-8.0%	0.4%	0.9%
CCc1nnc2c(Nc3ccc(Br)c(C)c3)nc3ccccc3n12	-15.3%	-6.3%	-2.1%
Cc1cc(/C(N)=N/OC(=O)Nc2ccccc2)no1	3.5%	-0.9%	-7.6%
Cc1ccccc1CS(=O)(=O)c1ncc(Cl)c(C(=O)Nc2nnc(C(C)C)s2)n1	8.2µM*	10.3µM*	-8.8%
COc1ccc(NC(=O)Nc2c(SC)nsc2SC)cc1	1.8%	?	-2.3%
Oc1[nH]c2c(Cl)cc(Cl)cc2c1N=NC(=S)NCC1CCCO1 (centres undefined)	3.66µM*	4.61µM*	29.5%
Cc1cccc(CCNC(=O)C2CCC(CNc3c(N4CCCC4)c(=O)c3=O)CC2)c1 (centres undefined)	-13.0%	-12.1%	-3.0%
O=C(CNc1cccc2ccccc12)N/N=C/c1ccc(OC(=O)/C=C/c2ccco2)cc1	?	-27.9%	-1.5%
Cc1cnc(=O)[nH]c1SCC(=O)c1ccc(F)cc1	-26.4%	-5.3%	-22.7%
CCC(C)N(C(=O)CCC(=O)Nc1cc(C)on1)C(C(=O)NC(C)(C)C)c1ccccc1Cl (centres undefined)	-10.5%	?	-8.1%
COCC(=O)N1CCC2(CCCN(Cc3ccccc3)C2)CC1	0.7%	0.0%	9.7%
CN(C)C(=O)CCc1nc2sc3c(c2c(=O)[nH]1)CCCC3	-17.3%	-24.1%	-5.6%
CC1CCN(Cc2nc(Cl)c3c4c(sc3n2)CCC4)CC1	18.4µM*	13µM*	0.1%
COc1ccc(N2CCN(C(=O)CCn3cnc4onc(-c5ccc(F)cc5)c4c3=O)CC2)cc1	23.1µM*	?	9.5%
Cc1cc(C)c(S(=O)(=O)c2ccccc2F)c(=O)[nH]1	3.7%	15.3%	0.3%
COc1cc(C(=O)NCC(=O)N/N=C/c2ccco2)cc(OC)c1OC	1.2%	13.8%	-4.9%
CCc1ccc(OCCn2ccnc2)cc1	5.4%	-3.3%	?
NC(=O)COC(=O)CC12CC3CC(CC(Br)(C3)C1)C2	-5.3%	-0.8%	-7.7%
COc1cccc(CN2CCN(Cc3[nH]c4ccccc4c3C)CC2CCO)c1 (centres undefined)	?	?	9.4%
CC1CCN(C(=O)COC(=O)CCC(=O)c2ccc(Cl)cc2)CC1	-20.8%	0.0%	-2.0%
Cc1c(NS(=O)(=O)c2ccc(N=NN(C)C)cc2)c(=O)n(-c2ccccc2)n1C	-2.1%	7.0%	-8.2%
Cc1ccc2sc(N3CCN(C(=O)CCS(=O)(=O)c4ccc(Cl)cc4)CC3)nc2c1C	4.11µM*	2.31µM*	1.0%
CCOc1ccc(C(=O)NCCCN2CCOCC2)cc1OCC	11.2%	-10.3%	0.8%
O=C(Nc1ccc(C2CCCCC2)cc1)C1CCCN(c2ncccn2)C1 (centres undefined)	-26.8%	-14.7%	3.3%
COc1ccc(-c2nnn(Cc3ccccc3)n2)cc1	9.7%	-0.3%	-13.5%
CC(=O)Nc1ccc(NC(=O)CSc2nc3ccccc3o2)cc1	16.5%	17.5%	-0.2%
O=C(Nc1ccc2oc(-c3ccccc3Cl)nc2c1)c1ncn[nH]1	-8.2%	1.4%	-4.1%
CCCCc1ccc(NC(=O)N2CCN(c3cc(C)nc4ccccc34)CC2)c(C)c1	?	?	-17.7%
Cc1nc(-c2ccc(S(=O)(=O)NCC3CCN(C(=O)OC(C)(C)C)CC3)s2)cs1	?	?	2.1%
Cc1cc(C)c(-c2csc(NC(=O)/C=C/c3cccs3)n2)c(C)c1	?	18.4µM*	-8.4%
Cc1cc(NC(=O)Cn2nnc3sc4c(c3c2=O)CCCC4)no1	-10.7%	-20.6%	1.3%
Cc1cc(NC(=O)Nc2ccc(F)cc2)no1	-3.4%	-13.8%	-9.0%
O=C(NNC(=O)c1ccccc1O)c1ccc(S(=O)(=O)Nc2ccccc2F)cc1	?	?	-2.2%
Cc1ccc(NC(=O)CSc2nc3ccccc3nc2Cc2ccccc2)c(Cl)c1	-27.1%	?	-5.5%
CCOC(=O)CSc1nc(C)c(C(C)=O)cc1C(N)=O	4.5%	-10.8%	-6.9%
O=C(c1ccccc1)c1cccn1CC(=O)N1CCN(c2ccc(F)cc2)CC1	?	-25.7%	2.3%
CCOc1ccc(CNCCc2ccc(S(N)(=O)=O)cc2)cc1	?	?	-6.8%
CCOC(=O)N1CCN(C(=O)Cn2cc3c(n2)CCCC3)CC1	16.7%	-10.8%	-3.7%
CC1C(c2ccc3c(c2)OCO3)c2cc3c(cc2OC1N1CCOCC1)OCO3 (centres undefined)	-3.8%	?	/

4 structures from above, sorted by length of the SMILES, ascending:
SMILES	TDP1 cell CPT	TDP1 cell noCPT	KAT2A inh
COc1ccc(NC(=O)Nc2c(SC)nsc2SC)cc1	1.8%	?	-2.3%
CCOc1ccc(CNCCc2ccc(S(N)(=O)=O)cc2)cc1	?	?	-6.8%
Cc1cc(C)c(-c2csc(NC(=O)/C=C/c3cccs3)n2)c(C)c1	?	18.4µM*	-8.4%
COc1ccc2sc(-c3ccc(N(C)C)cc3)c(C#CC(C)(C)O)c2c1	8.2µM*	8.2µM*	-6.6%

Following part.
SMILES	TDP1 cell CPT	TDP1 cell noCPT	KAT2A inh
COC(=O)c1cc(C)sc1NC(=O)CCCC(=O)O	17.7%	-1.0%	-11.5%
O=C(Cc1c(O)c2ccccc2oc1=O)c1ccc(F)cc1	-15.7%	-26.3%	0.9%
Cc1ccc2nc(-c3ccc(C)o3)c(Nc3ccccc3)n2c1	3.55µM*	4.47µM*	/
COc1cc(NC(=O)c2ccc(C)cc2)c(OC)cc1NC(=O)CN1CCOCC1	?	16.4µM*	-2.0%
Cc1c(NS(=O)(=O)c2cc(C(=O)OCC(=O)c3ccccc3F)ccc2Cl)c(=O)n(-c2ccccc2)n1C	-16.4%	-26.1%	/
C/C=C\C=C/C(=O)Nc1cccc(C2=NOC3(C2)C[C@H](C(N)=O)N(C(=O)CC)C3)c1 (some centres undefined)	1.6%	0.1%	-9.8%
CCC(OC(=O)CCc1nc2ccccc2[nH]c1=O)C(=O)c1ccccc1 (centres undefined)	?	?	-3.9%
COC(=O)c1cc(S(=O)(=O)N2CCC(c3ccccc3)C2)c[nH]1 (centres undefined)	23.1µM*	?	-10.8%
COc1ccc(CCNC(=O)CSc2nnc(NC(C)=O)s2)cc1OC	-4.4%	-5.9%	-5.0%
CN(C)C1=NC[C@H](Cc2ccccc2)N1CC1CCCCC1	13µM*	11.6µM*	-20.6%

Overlap with the part before: two entries, then new ones.
SMILES	TDP1 cell CPT	TDP1 cell noCPT	KAT2A inh
COc1ccc(CCNC(=O)CSc2nnc(NC(C)=O)s2)cc1OC	-4.4%	-5.9%	-5.0%
CN(C)C1=NC[C@H](Cc2ccccc2)N1CC1CCCCC1	13µM*	11.6µM*	-20.6%
O=C(Cc1ccccc1[N+](=O)[O-])N1CCN(c2ccc(F)cc2)CC1	-27.7%	-21.3%	-0.4%
CCCC#Cc1cnc2c(c1)C(=O)N([C@H](C)CO)C[C@@H](C)[C@H](CN(C)S(=O)(=O)c1cccc(OC)c1)O2	?	10.3µM*	/
O=C(c1ccc(COc2ccccc2Cl)o1)N1CCCC1	?	?	-2.7%
CC(C)Nc1oc(Cc2cccc3ccccc23)nc1C#N	?	?	-0.2%
COCCCN1C(=O)c2ccc(C(=O)O)cc2C1=O	4.8%	-2.5%	-6.2%
CC(C)(C)n1nnnc1C(c1cccnc1)N1CCN(c2ccccn2)CC1 (centres undefined)	?	-18.6%	0.2%
CCc1ccc(C(=O)COC(=O)c2cccnc2Cl)cc1	8.5%	?	-1.3%
CCC(C)c1ccc(S(=O)(=O)N2CCN(S(=O)(=O)c3ccc(NC(C)=O)cc3)CC2)cc1 (centres undefined)	14.2%	-10.2%	-2.4%
COc1ccc2c(c1)OC/C(=C\c1ccc(OC)c(O)c1)C2=O	1.46µM*	1.03µM*	-28.4%
CC(=O)N1CCc2cc(S(=O)(=O)NC(C(=O)Nc3ccc4c(c3)OCCO4)C(C)C)ccc21 (centres undefined)	-1.2%	-11.1%	-1.4%
COc1ccc(NC(=O)c2cnc(C)cn2)cc1-n1cnnn1	-14.4%	-12.6%	-4.2%
CCCCN1CN(Cc2ccco2)CNC1=S	12.4%	1.6%	22.7%
COC(C(=O)NC(C(C)C)C(C)C)c1ccccc1 (centres undefined)	-5.6%	1.3%	-9.5%
COc1ccc(N2CCN(C(=O)CCn3nc(C)c(S(=O)(=O)N4CCCC4)c3C)CC2)cc1	?	?	21.6%
CCCCc1c(O)nc(SCC(=O)N2CCOCC2)n(-c2ccccc2C)c1=O	-13.5%	-9.2%	-1.2%
COc1ccc(CCNC(=O)c2cc3c(=O)n4cccc(C)c4nc3n2C)cc1	2.3%	?	-4.0%
COc1cccc(CNC(=O)c2ccc3c(c2)sc2nc(-c4cccc(OC)c4)cn23)c1	6.51µM*	4.11µM*	-5.5%
O=C(COC(=O)c1ncc(Cl)c(Cl)c1Cl)c1ccc(Cl)s1	-19.3%	-19.8%	0.5%
